Compound activity as filed in PubChem BioAssay.
AID2073: inhibitors of Mint1-CaV2.2 protein interaction, biochemical, HTRF (AID 2073); HTRF protein-protein interaction, Mint1-CaV2.2; higher % means a stronger effect; inhibition, % at 20 µM; hits with a dose series show IC50 in µM; 290,000 tested, 0.19% active; in the data active means inhibition mostly above about 51%, no sharp cut-off; inconclusive means no clear call, values can overlap the other calls; inactive means mostly below about 53%; further: some results filed as inactive read as strong as hits
Autophagy HCS: autophagy modulation, high-content screen; MEF GFP-LC3 puncta imaging; test concentration mostly 10 µM; calls only at 10 µM (by protocol); 190,000 tested, 0.98% active;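 active means percentage of spot-positive cells more than 3 SD above its plate mean, without a fluorescence outlier flag or 80% toxicity; inconclusive means no clear call, values can overlap the other calls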;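 further: spot-positive cell cutoff set from DMSO-treated cells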
UTI89 phage lysis: protection from phage-mediated lysis, alamar blue read-out – E. coli UTI89, K1F phage, bacterial capsule biogenesis inhibitors (AID 488966); E. coli UTI89 K1F phage lysis, alamar blue, 2 h; higher % means a stronger effect; inhibition, % at 100 µM, or IC50 in µM where a hit was titrated; 340,000 tested, 0.02% active;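 active means phage lysis inhibition, versus mean bacterial control, above a set limit; inconclusive means no clear call, values can overlap the other calls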;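 further: capsule biogenesis inhibitors block K1F phage lysis so surviving cells raise fluorescence; higher fluorescence means more inhibition of phage lysis; actives were called in the ten point dose series up to 300 µM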
LYP inhibition: inhibitors of LYP phosphatase, biochemical, fluorescence intensity, uHTS (AID 1779). recombinant LYP phosphatase, fluorescence intensity; higher % means a stronger effect. inhibition, % at 11.5 µM, or IC50 in µM where a hit was titrated. 290,000 tested, 0.054% active; in the data active means inhibition above about 50%;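 further: plate controls were vehicle with enzyme for no effect and no enzyme for full effect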
NS5 inhibitors: flavivirus cap methylation enzyme inhibition – biochemical, confirmation dose response, primary screen (AID 588689); Dengue-2 NS5 methyltransferase capping enzyme assay, biochemical; higher % means a stronger effect; inhibition, % at 25 µM, or IC50 in µM where a hit was titrated; 340,000 tested, 0.3% active; in the data active means a potency from the dose series; inconclusive means inhibition above about 29% without an active follow-up result
GPR35 arrestin U2OS: GPR35 antagonists blocking zaprinast-driven arrestin recruitment, primary screen, imaging, U2OS, beta-arrestin-GFP, zaprinast agonist (AID 2058) | U2OS GPR35 beta-arrestin-GFP translocation imaging, zaprinast antagonism; higher % means a stronger effect | one-dose inhibition, % at 10 µM; IC50 in µM for titrated hits | 290,000 tested, 0.052% active;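 active means inhibition of at least 50% with at least 30 cells and total cytoplasm GFP at most 10,000,000; inconclusive means under 30 cells or total GFP of 10,000,000 plus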
WT yeast gro inh: growth inhibition of WT yeast, mitochondrial fusion screen; mitochondrial fusion phenotypic screen, WT strain; inhibition, % at 10 µM; 190,000 tested, 2.1% active; in the data active means inhibition above about 58%; tested in S. cerevisiae
RSV CPE inhibition: RSV antiviral activity via CPE protection, HEp-2 cells, primary 10 µM value included (AID 2391); HEp-2 cells, RSV-induced CPE inhibition; higher % means a stronger effect; CPE inhibition, % at 10 µM; hits with a dose series show IC50 in µM; 310,000 tested, 0.13% active; in the data active means a potency from the dose series; inconclusive means CPE inhibition mostly from about 23% at the one dose, without a potency; inactive means the rest, 99 in 100 with CPE inhibition below about 21%; further: strong numbers were not always called active
NTR1 ag: agonists of NTR1, primary screen, imaging, U2OS cells, beta-arrestin-GFP, high content (AID 493036). P30989. NTR1-U2OS beta-arrestin-GFP spot imaging, agonist mode. activation, % at 20 µM. 330,000 tested, 0.17% active;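 active means activation at or above 40% of the spot to cytoplasm intensity ratio, with at least 20 cells analyzed; inconclusive means wells under 20 cells, flagged as cytotoxic or low count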;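 further: 0% = DMSO without peptide and 100% = 100 nM NTR1 peptide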
Target sequence (P30989 whole entry, looked up): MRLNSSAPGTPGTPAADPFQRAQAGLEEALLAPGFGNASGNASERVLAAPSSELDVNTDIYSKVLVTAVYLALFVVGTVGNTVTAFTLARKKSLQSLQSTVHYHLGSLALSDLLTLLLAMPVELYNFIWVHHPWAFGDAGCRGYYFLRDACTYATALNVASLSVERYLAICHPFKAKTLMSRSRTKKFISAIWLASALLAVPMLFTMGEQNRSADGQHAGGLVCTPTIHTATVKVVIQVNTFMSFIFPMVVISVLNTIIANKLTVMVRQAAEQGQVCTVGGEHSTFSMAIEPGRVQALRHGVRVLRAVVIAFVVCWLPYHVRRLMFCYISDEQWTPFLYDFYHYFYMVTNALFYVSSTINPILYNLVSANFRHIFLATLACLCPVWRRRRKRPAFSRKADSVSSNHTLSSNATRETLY
WT yeast gro inh mutant strain: recorded beside WT yeast gro inh, whose call it bears; inhibition, %; mitochondrial fusion phenotypic screen, mutant strain inhibition
Autophagy HCS cell loss 18 h: recorded beside Autophagy HCS, whose call it bears; toxicity, %; measured here: cell loss, nuclei count;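 cell loss after 18 h compound exposure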
NTR1 ag cell count 20 µM: further read-out of NTR1 ag, marked with its call; cell count; measured here: cell count, cytotoxicity flag
NS5 inhibitors pilot replicate: further read-out of NS5 inhibitors, marked with its call; inhibition, %; measured here: pilot screen replicate inhibition
An asterisk follows results filed as active; i = inactive; ? = inconclusive; · = no result given; [ ] = remark or other dose.

SMILES	AID2073	Autophagy HCS	Autophagy HCS cell loss 18 h	UTI89 phage lysis	LYP inhibition	NS5 inhibitors	GPR35 arrestin U2OS	WT yeast gro inh	WT yeast gro inh mutant strain	RSV CPE inhibition	NTR1 ag	NTR1 ag cell count 20 µM	others
COc1ccccc1C(c1nnnn1Cc1ccccc1)N1CCN(c2nc3ccccc3s2)CC1 (centres undefined)	3%	i	-10	2.6%[50 µM]	3%	-1%	-1%	9	0	8.5%	2.0	45
Cc1ccc(CNC(=O)CCC(=O)c2cccs2)cc1	17%	i	-5	0.7%	-4%	-2%	-4%	19	2	-1.4%	0.8	77	NS5 inhibitors pilot replicate=-1.5
COc1ccc(OC)c(-n2nnnc2SCC(=O)NCc2ccc3c(c2)OCO3)c1	0%	i	-4	-0.1%	-1%	-3%	-16%	13	-2	4.0%	-0.8	46
NC(=O)CC1(CC(=O)O)CCCCC1	0%	i	1	5.3%	-17%	-6%	6%	-18	18	0.4%	-0.1	89
CCc1ccc2c(c1)C1(C(=O)N2)N2CCCC2C(C(=O)c2ccc3ccccc3c2)C12C(=O)Nc1ccccc12 (centres undefined)	10%	i	-8	-6.1%	11%	-10%	-6%	45	6	-2.5%	55*	39*
O=C(NCc1ccccc1)C(c1ccc(F)cc1)N(Cc1ccco1)C(=O)c1ccccn1 (centres undefined)	3%	i	-4	-0.7%	-3%	-5%	16%	6	-19	0.0%	0.7	90
C(=C\c1ccccn1)/c1ccncc1	13%	·	·	0.0%	-2%	1%	8%	·	·	1.3%	-1.2	37
C=CCNC(=O)c1ccc2c(c1)S(=O)(=O)c1ccccc1C2=O	·	·	·	1.2%	·	-10%	·	·	·	2.6%	0.5	87
Cc1nc([N+](=O)[O-])c(C(=O)OCc2ccccc2F)n1C	14%	i	-5	0.0%	-3%	-6%	-8%	-27	2	-0.7%	0.4	48
O=C(CNC(=O)Cn1ccc2ccccc2c1=O)NCCCN1CCN(c2cccc(Cl)c2)CC1	-8%	i	-16	0.3%	-11%	-2%	11%	0	3	-0.9%	-0.4	90
Cc1nc(SCc2cccc(F)c2)[nH]c(=O)c1C#N	2%	i	11	?	3%	-3%	-1%	0	-30	0.7%	0.9	56
CC(C)NC(=O)CSCc1c(F)cccc1Cl	11%	i	9	0.5%	-6%	1%	9%	-4	-2	2.5%	3.5	80	NS5 inhibitors pilot replicate=0.3
CC1=NN(c2nc(-c3ccc(C)cc3)cs2)C(=O)C1N=Nc1ccc(C(N)=O)cc1 (centres undefined)	50%	i	-2	-1.0%	5%	-6%	3%	51	2	-2.8%	·	·
Cc1ccc(CN(Cc2ccc(C)o2)C(=S)NCC(=O)O)cc1	-8%	i	-2	3.0%	-4%	-7%	4%	-8	-3	0.7%	-1.5	45
CSc1ccc(S(=O)(=O)NCC(=O)OCC(=O)NCc2ccco2)cc1[N+](=O)[O-]	·	·	·	0.8%[50 µM]	·	2%	·	·	·	-1.1%	-0.3	68
COc1ccc(C(=O)Nc2ccc3nc(N4CCCCC4)cc(C)c3c2)c(OC)c1	24%	i	5	·	2%	·	-7%	-5	-30	1.8%	32	46
CC(C)C[C@]1(c2ccccc2)ON(c2ccccc2C(F)(F)F)C1=O	·	·	·	0.4%	·	-3%	·	·	·	1.9%	6.5	67
COc1ccc(Br)cc1CN(C)C(=O)c1ccc2c(c1)NC(=O)C(C)S2 (centres undefined)	38%	i	16	-0.1%	-4%	-9%	-6%	30	9	14%	6.3	79
CC1CCN(C(=O)c2[nH]cnc2C(=O)N2CCN(c3ccccc3)CC2)CC1	·	·	·	2.1%	·	-2%	·	·	·	0.5%	3.6	58
COc1ccc(/C=C/C(=O)NCc2ccc(F)cc2)cc1S(=O)(=O)N1CCOCC1	8%	·	·	0.0%	-7%	-4%	-3%	·	·	5.5%	-0.9	62
CCN(CC)C(=N)/C(C#N)=N/Nc1ccc(C)cc1	15%	·	·	-0.4%	-2%	10%	-3%	·	·	3.1%	0.5	43
CCc1nc2ccc(C(=O)N3CCN(c4cccc(C(F)(F)F)c4)CC3)cc2nc1CC	7%	·	·	0.1%	3%	-4%	15%	·	·	?	8.0	57
COCCNc1nc(N)c([N+](=O)[O-])c(Nc2ccc(F)cc2)n1	11%	·	·	-0.5%[50 µM]	-8%	-1%	3%	·	·	3.5%	2.1	88
Cn1c(=O)[nH]c(=O)c2c1nc(N1CCCCC1)n2CCCSc1nc2ccccc2s1	-1%	i	5	0.9%	0%	-4%	8%	40	5	7.4%	1.1	5
Cc1nc(NC(C)C)c2oc3ccccc3c2n1	-4%	i	8	-0.2%	-8%	-6%	-7%	4	3	-1.6%	-0.5	40
O=S(=O)(c1cccc(Cl)c1)N1CCCC1	-3%	i	-5	-1.8%	46%	-8%	4%	-37	-10	1.4%	-1.2	71
COc1cc2[nH]c(=S)nc(NCCC(C)C)c2cc1OC	-24%	i	-3	-0.1%	-2%	-2%	-6%	5	-5	0.1%	4.0	75
COc1cc(CN2CCN(Cc3ccc(C)cc3)C(CCO)C2)cc(OC)c1O (centres undefined)	-18%	i	-1	-0.3%	-5%	9%	18%	5	-4	2.4%	-0.1	39
CCC(=O)NC1(C(F)(F)F)C(=O)NC(C)=C1C#N (centres undefined)	-1%	i	-5	0.1%	-9%	-3%	9%	-17	-6	0.0%	-2.3	83
CCOc1ccccc1NC(=O)c1nnn(CC(=O)Nc2ccc3c(c2)OCO3)c1N	8%	·	·	0.5%	-6%	-7%	10%	·	·	2.4%	0.6	59
Cc1cccc(OCc2nc3c4c(ncn3n2)-c2ccccc2CC42CCCC2)c1	-2%	i	-2	0.3%	-4%	-4%	10%	1	-2	18%	3.4	69
Fc1ccc(CNC(=S)NCc2cccc(Cl)c2)cc1	7%	·	·	0.4%	-8%	-4%	-3%	·	·	1.1%	-0.8	59
N#C/C(=C\c1cccnc1)c1nc2ccccc2[nH]1	16%	·	·	·	-2%	·	-6%	·	·	3.5%	1.1	59
Cc1ccc(/C=C/S(=O)(=O)NCc2ccc(F)cc2)cc1	15%	i	4	0.5%	5%	0%	-7%	-10	-30	1.3%	0.4	50
CC(C)COc1nc2ccccc2nc1N1CCN(C)CC1	0%	·	·	-0.5%[50 µM]	-3%	-3%	-15%	·	·	-0.8%	3.9	85
COc1ccc(Cl)cc1N(CC(=O)N1CCCC1)S(C)(=O)=O	10%	·	·	0.0%	-7%	-1%	-1%	·	·	1.2%	-1.3	52

The last two entries of the section before open the next one:
SMILES	AID2073	Autophagy HCS	Autophagy HCS cell loss 18 h	UTI89 phage lysis	LYP inhibition	NS5 inhibitors	GPR35 arrestin U2OS	WT yeast gro inh	WT yeast gro inh mutant strain	RSV CPE inhibition	NTR1 ag	NTR1 ag cell count 20 µM	others
CC(C)COc1nc2ccccc2nc1N1CCN(C)CC1	0%	·	·	-0.5%[50 µM]	-3%	-3%	-15%	·	·	-0.8%	3.9	85
COc1ccc(Cl)cc1N(CC(=O)N1CCCC1)S(C)(=O)=O	10%	·	·	0.0%	-7%	-1%	-1%	·	·	1.2%	-1.3	52
CC1CN(C(=O)c2ccc(N3CCCCC3)c([N+](=O)[O-])c2)CC(C)O1 (centres undefined)	-3%	i	-3	1.5%[50 µM]	2%	-4%	8%	13	-16	1.7%	-0.4	49
CCOC(=O)c1nn(-c2ccc(Cl)cc2)cc1O	19%	·	·	-0.1%	-4%	-4%	-9%	·	·	-2.4%	0.6	55
O=Cc1coc2c(ccc3ccccc32)c1=O	18%	·	·	·	-2%	·	-16%	·	·	18%	10	106
NS(=O)(=O)c1cccc(NC(=O)Nc2ccccc2)c1	2%	·	·	0.0%	-8%	-8%	7%	·	·	-0.4%	-0.2	53
Cc1nnsc1Sc1cccc(C(F)(F)F)c1	-2%	i	23	-0.1%	-2%	-1%	15%	0	18	1.3%	0.7	87
CCOC(=O)Cn1c(CN2CCOCC2)nc2c1c(=O)[nH]c(=O)n2C	-9%	·	·	0.6%	-9%	-7%	-14%	-5	-4	1.3%	5.2	75
CC(=O)N1CC[n+]2c(-c3ccc(Cl)cc3Cl)csc21	8%	i	-46	0.0%	-3%	-3%	8%	22	-1	0.9%	-1.0	68
CCc1cccc2c(C(=O)COC(=O)c3nn(C)c(=O)c4ccccc34)c[nH]c12	2%	i	2	1.9%[50 µM]	-4%	0%	-15%	1	3	?	19	57
CC(=O)c1cccc(NC(=O)c2cc(-c3ccc(C)cc3)on2)c1	15µM*	i	-7	5.2%	2%	-3%	7%	11	10	1.0%	-0.1	40
O=C(CSc1nnnn1C1CCCC1)NCc1cccs1	-5%	i	6	2.9%	-3%	1%	-7%	-20	-13	2.9%	1.4	56
CCc1ccc(OCC(=O)N2c3ccccc3CCc3ccccc32)cc1	2%	i	-8	-5.1%	6%	-8%	-5%	81*	74*	4.8%	12	40
O=C(COc1ccccc1Cl)Nc1nc(-c2cccs2)cs1	-7%	i	-1	1.1%	-9%	0%	4%	53	40	7.5%	4.4	38
CC1CCCCC1NC(=O)CN1C(=O)NC(Cc2ccccc2)(Cc2ccccc2)C1=O (centres undefined)	22%	i	6	0.2%	-2%	-5%	2%	-41	-29	-0.5%	-2.2	83
O=C(Cc1c(F)cccc1Cl)N1CCN(C(=O)c2ccco2)CC1	?	i	0	2.9%	-3%	-3%	5%	-8	-18	1.3%	0.2	63
COc1cc(/C=C(\C#N)c2ccccn2)ccc1OCC(=O)Nc1ccc(Br)cc1	44%	i	11	-0.2%	-4%	-6%	0%	2	-61	-0.7%	14	76
Cc1ccc2cc(CN(Cc3nnnn3C3CCCC3)C3CCCCC3)c(=O)[nH]c2c1C	4%	i	7	3.9%	-7%	-2%	17%	-17	6	·	·	·

Filtered by structure: those above containing a COOH group.
SMILES	AID2073	Autophagy HCS	Autophagy HCS cell loss 18 h	UTI89 phage lysis	LYP inhibition	NS5 inhibitors	GPR35 arrestin U2OS	WT yeast gro inh	WT yeast gro inh mutant strain	RSV CPE inhibition	NTR1 ag	NTR1 ag cell count 20 µM	others
NC(=O)CC1(CC(=O)O)CCCCC1	0%	i	1	5.3%	-17%	-6%	6%	-18	18	0.4%	-0.1	89
Cc1ccc(CN(Cc2ccc(C)o2)C(=S)NCC(=O)O)cc1	-8%	i	-2	3.0%	-4%	-7%	4%	-8	-3	0.7%	-1.5	45
